Screening data: PubChem, Vanderbilt University
GIRK2 activator = Activators of human GIRK2-containing channels | HEK293 GIRK2/NPY4 cells, thallium flux fluorescence | activation (% efficacy), % for hits at 37.5 µM | AID 1259324 | 34,000 tested, under 10 active;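 active means primary screen hit, no activity in plain HEK293 cells, and in GIRK2-only cells above 5% efficacy rising with concentration; inactive means the rest, including fluorescent compounds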;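 further: efficacy is normalized control-subtracted fluorescence 15 s after thallium addition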
Target sequence (P48051 whole entry, looked up): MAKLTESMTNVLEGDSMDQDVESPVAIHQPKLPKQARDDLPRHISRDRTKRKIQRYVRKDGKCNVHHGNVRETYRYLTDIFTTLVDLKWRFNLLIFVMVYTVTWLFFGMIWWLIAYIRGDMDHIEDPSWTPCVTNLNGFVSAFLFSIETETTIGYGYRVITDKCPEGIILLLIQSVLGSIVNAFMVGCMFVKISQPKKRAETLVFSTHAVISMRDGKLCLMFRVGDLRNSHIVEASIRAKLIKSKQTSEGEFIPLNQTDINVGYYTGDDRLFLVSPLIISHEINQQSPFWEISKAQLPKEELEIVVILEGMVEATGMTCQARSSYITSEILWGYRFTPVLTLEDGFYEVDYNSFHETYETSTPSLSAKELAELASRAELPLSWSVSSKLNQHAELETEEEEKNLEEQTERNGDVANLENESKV
Calls only; i = inactive. The list is partial; the hit share may differ from the screen's.

Molecule	GIRK2 activator
CCCOc1cc(N2CCN(S(=O)(=O)Cc3ccccc3)CC2)nc(C)n1	i
CS(=O)(=O)N1CCC(C(=O)Nc2nc3ccc(Cl)cc3s2)CC1	i
CNC(=O)Cc1ccc(NC(=O)C2CC(=O)N(c3ccccc3)C2)cc1 (configuration not stated)	i
CCC(CC)C(=O)N1CC(C)C(=O)Nc2ccccc21 (configuration not stated)	i
Cc1ccc(S(=O)(=O)N2CCC(c3nc(-c4ccc5c(c4)OCO5)no3)CC2)cc1	i
COc1ccc(C(C)(C)C)cc1S(=O)(=O)Nc1cccc(C)n1	i
O=C(NC1CCCCC1)c1cccc(Oc2ncccn2)c1	i
O=C(Cc1nnc(-c2cnccn2)o1)NCc1ccc(F)c(Cl)c1	i
Nc1nc(SCC(=O)NCc2ccccc2)ncc1S(=O)(=O)c1ccc(Br)s1	i
COc1ccccc1C(=O)N1CCC2(CC1)NC(=O)N(Cc1ccc(Cl)cc1)C2=O	i
CC(=O)Nc1cccc(NC(=O)C2(c3ccc(F)cc3)CC2)c1	i
O=C(c1ccc(F)cc1F)N1CCN(c2ccc3nnc(-c4ccco4)n3n2)CC1	i
CCn1nc(C(=O)Nc2ccccc2-c2nc3ccccc3s2)cc1C	i
CCOC(=O)N1CCc2c(sc(NC(=O)c3cc(C)n(CC)n3)c2C(N)=O)C1	i
COc1ccc(NC(=O)C(=O)NCC(c2cccs2)N2CCOCC2)cc1 (configuration not stated)	i
COc1ccccc1-c1cc(C(=O)N2CCCN(CCn3nc(C)cc3C)CC2)[nH]n1	i
COC(=O)C1CCN(c2c(C)cnc3c2c(=O)n(C)c(=O)n3C)CC1	i
COc1ccc(OC)c(-c2ccc(=O)n(Cc3ccccc3)n2)c1	i
COc1ccccc1CCNC(=O)Cn1nc(-c2ccco2)ccc1=O	i
O=C(NCC1CCN(C(=O)c2ccncc2)CC1)C(=O)Nc1ccon1	i
O=C(NCc1n[nH]c(=O)c2ccccc12)c1cc(=O)c2ccccc2o1	i
Cc1csc(C(=O)N2CC3CC2C(=O)O3)c1 (configuration not stated)	i
O=C(Cn1cnc(-c2ccccc2)cc1=O)N1CCN(c2cccc(C(F)(F)F)c2)CC1	i
COc1cccc2sc(N3CCN(C(=O)c4cc(C)n(C)n4)CC3)nc12	i
O=C(COc1ncccn1)NCc1ccc(F)cc1	i
CCOC(=O)N1CCC(NC(=O)Cc2csc(Nc3cccc(Cl)c3)n2)CC1	i
O=C(Cc1cc(-c2cc3ccccc3o2)on1)NCCC1=CCCCC1	i
O=C(Cc1ccc(Cl)cc1)N1CCCN(c2cc(-c3ccc4c(c3)OCO4)[nH]n2)CC1	i
CCOc1ccc(NC(=O)CN2N=NC3C(=O)N(c4ccc(Br)cc4)C(=O)C32)cc1 (configuration not stated)	i
O=C(CN1CCN(C(=O)N2CCOCC2)CC1)Nc1ccc(Cl)c(Cl)c1	i
COc1ccc(C(=O)Nc2nnc(Cc3cccs3)o2)cc1OC	i
CCOc1ccccc1NC(=O)Cc1cc(=O)oc2cc(C)ccc12	i
CSc1ncccc1C(=O)Nc1ccc(CC(=O)NCc2cccs2)cc1	i
COC(=O)Nc1ccc(CC(=O)N2CCCC2)cc1	i
CCOC(=O)c1c(SCc2cccc(C(F)(F)F)c2)nc(=O)[nH]c1C	i
Cc1cc(NC(=O)c2cccc([N+](=O)[O-])c2)ccc1N1CCCC1=O	i
COc1cn(-c2ccc(F)cc2)nc1C(=O)NCCCc1ccccc1	i
CN(C)C(=O)Cc1ccc(NC(=O)c2c(F)cccc2Cl)cc1	i
O=C(Nc1ncc([N+](=O)[O-])s1)c1ccc(=O)n(Cc2cccc(F)c2)n1	i
COc1ccc(S(=O)(=O)NCC(c2ccsc2)N2CCN(C)CC2)cc1OC (configuration not stated)	i
Cc1ccc(C)c(S(=O)(=O)NCC#CCN2CCc3ccccc3C2)c1	i
O=C(Nc1ccccc1[N+](=O)[O-])C1CCCN(c2ccc(-c3ccccc3)nn2)C1 (configuration not stated)	i
CCn1nnc2c(N3CCN(S(=O)(=O)c4cc(C)ccc4C)CC3)ncnc21	i
CN(C(=O)c1cc2cccnc2n(Cc2ccccc2)c1=O)c1ccccc1	i
CCOCCn1c(=N)sc2cc3c(cc21)OCCO3	i
N#Cc1ccc(Cl)cc1NC(=O)CCN1C(=O)c2ccccc2S1(=O)=O	i
Cc1ccc(NC(=O)C(=O)NCC2CCN(c3ccccn3)CC2)cc1C	i
COc1ccc(NC(=O)CSc2nnc(-c3ccc(=O)n(C)c3)n2C)cc1	i
CCOc1cc(C(=O)Nc2nnc(-c3cc(C)n(C)n3)o2)cc(OCC)c1OCC	i
O=C(/C=C/c1cccs1)N(CCN1CCOCC1)c1nc2c(F)cccc2s1	i
COc1ccc(Cl)cc1C(=O)NCC(C)(O)c1ccc2c(c1)OCO2 (configuration not stated)	i
Cc1ccc(C(CNC(=O)Cc2ccc(F)cc2)N2CCOCC2)cc1 (configuration not stated)	i
O=C(/C=C/c1ccco1)N1CCC(CNS(=O)(=O)c2ccc3c(c2)CCCC3)CC1	i
COc1ccc(Br)c(C(=O)NCC(O)(c2cccs2)C2CC2)c1 (configuration not stated)	i
Cc1cn2c3c(=O)n(C)c(=O)n(C)c3nc2n1-c1ccccc1OCc1ccccc1	i
Cc1c(C(=O)Nc2cccc(N3CCCC3=O)c2)cccc1[N+](=O)[O-]	i
COCCn1c(=S)[nH]c2cc(C(=O)NCCc3c[nH]c4ccccc34)ccc2c1=O	i
O=C(CSc1nc(=O)n(CC2CCCO2)c2c1CCC2)NCc1ccco1 (configuration not stated)	i
O=S(=O)(Cc1ccccc1)NCCOc1ccc(-c2ccc(F)cc2)nn1	i
Cn1nc2c(c1NC(=O)C1CCN(S(=O)(=O)c3cccs3)CC1)CCC2	i

Next section
Molecule	GIRK2 activator
Cc1ccc(Cl)cc1NC(=O)c1ccc(=O)n(Cc2ccccc2F)c1	i
COc1ccccc1CNC(=O)CCc1c(C)nn(-c2nc(C)cc(=O)[nH]2)c1C	i
CC(C)Oc1ccc(C(=O)NCCC(O)c2cccs2)cc1 (configuration not stated)	i
CCn1nnc2c(N3CCN(c4ccccc4OC)CC3)ncnc21	i
CC(=O)Nc1ccc(S(=O)(=O)Nc2ccc3c(c2)N(C(=O)c2cccs2)CC3)cc1	i
O=C(NCC1COC2(CCCCC2)O1)c1ccno1 (configuration not stated)	i
O=C(CSc1ncnc2ccccc12)NC1CCCC1	i
CNC(=O)Cc1ccc(NS(=O)(=O)c2ccccc2Cl)cc1	i
O=C(NCC1CCN(C(=O)/C=C/c2ccco2)CC1)C(=O)Nc1cccnc1	i
CC(C)CCNC(=O)CSc1nnc2c(=O)n(-c3ccc(F)cc3)ccn12	i
CCN(CC)CCNC(=O)c1ccc(Br)cc1	i
COc1ccc(Cl)cc1NC(=O)C(=O)NCC(=O)N1CCOC(c2ccccc2)C1 (configuration not stated)	i
O=C(NCc1cccc2ccccc12)NCC(O)(c1cccs1)C1CC1 (configuration not stated)	i
Cc1ccc(S(=O)(=O)CCCC(=O)Nc2nc3c(s2)CCCC3)cc1	i
O=c1nc2c(-c3cccc(Cl)c3)n[nH]n2c2cc(Cl)ccc12	i
COc1ccc(OCCCC(=O)Nc2nnc(C(C)C)s2)cc1	i
COC(=O)c1cc(-c2ccco2)nc2c1c(-c1ccccc1)nn2C1CCS(=O)(=O)C1 (configuration not stated)	i
Cc1cccc(CS(=O)(=O)NCc2cnn3ccccc23)c1	i
CC(C)Sc1ccc(CC(=O)N(Cc2cccn2C)C2CC2)cc1	i
Cc1ccc(S(=O)(=O)N2CCC(C(=O)Nc3c4c(nn3C)CCC4)CC2)cc1	i
O=C(C1CCCC1)N1CCOC(c2ccc(C(F)(F)F)cc2)C1 (configuration not stated)	i
COc1ccc(CC(=O)N2CCNC(=O)C2(C)C)cc1C	i
COc1ccc(S(=O)(=O)CCC(=O)Nc2nc(-c3ccc4ccccc4c3)cs2)cc1	i
COc1cc(OC)cc(-c2noc(CSc3nc4ccsc4c(=O)n3Cc3ccccc3)n2)c1	i
Cc1cccc(CS(=O)(=O)N(CCc2cccs2)Cc2cccnc2)c1	i
COC(=O)c1cc(C(C)C)nc2c1c(-c1ccccc1)nn2C1CCS(=O)(=O)C1 (configuration not stated)	i
O=C(NCCn1nc(-n2cccn2)ccc1=O)C1c2ccccc2Oc2ccccc21	i
CC1CN(c2oc(-c3cccs3)nc2S(=O)(=O)c2ccccc2)CC(C)O1 (configuration not stated)	i
Cc1ccccc1NC(=O)N1CCCSCC1CN1CCOCC1 (configuration not stated)	i
O=C(NCCCN1CCOC(c2ccccc2)C1)C(=O)Nc1ccc2c(c1)OCCO2 (configuration not stated)	i
C=CCn1c(SCc2nc(-c3ccc(Br)cc3)no2)nc2cc3c(cc2c1=O)OCO3	i
O=C(Cn1nc(-n2cccn2)ccc1=O)NCCC(c1ccccc1)c1ccccc1	i
COc1ccc2nc(N3CC(C(=O)Nc4nc(C)c(C(=O)N(C)C)s4)C3)sc2c1	i
COc1cc(OC)cc(C(=O)N2CCOC(c3ccccc3)C2)c1 (configuration not stated)	i
CSc1cccc(NC(=O)Cn2ncn3nc4c(c3c2=O)CCCC4)c1	i
Cc1ccnc(NC(=O)NCCCSc2nccc(C)n2)n1	i
COCCNC(=O)C(=O)NCC1CCN(C(C)C)CC1	i
O=C(NCC(O)c1ccc(C(F)(F)F)cc1)c1nc2ccccc2s1 (configuration not stated)	i
CC(C)N1CCC(CNC(=O)c2ccc(F)c(F)c2)CC1	i
CCOC(=O)N1CCN(C(=O)CSc2ccc(NC(=O)C3CC3)nn2)CC1	i
Cc1ccc(-c2n[nH]n3c2nc(=O)c2ccc(C(=O)NCc4ccc5c(c4)OCO5)cc23)cc1	i
COC(=O)c1ccc(NC(=O)Cc2cc(-c3ccc4c(c3)OCO4)on2)cc1	i
COc1ccc(C(=O)Nn2cnc3c(cnn3-c3ccccc3)c2=O)cc1	i
COc1ccc(S(=O)(=O)Nc2ccc3c(c2)N(C(=O)C2CC2)CCC3)cc1	i
O=C(Nc1nc(-c2ccccc2)c(-c2ccccc2)s1)c1ccno1	i
O=C(NCc1ccc2c(c1)OCO2)C(=O)Nc1ccc2c(c1)OCCO2	i
COC(=O)c1ccc(NC(=O)C(=O)NCC2CCN(c3ncccn3)CC2)cc1	i
CCCCOc1ccc(C(=O)N2CCC3(CC2)NC(=O)N(Cc2ccc(C)cc2)C3=O)cc1	i
O=C(CCSc1ccccc1)NCC(O)(c1cccs1)C1CC1 (configuration not stated)	i
CSc1ccccc1C(=O)Nc1nn(C)c2c1C(c1cccs1)CC(=O)N2 (configuration not stated)	i
CC(=O)NC1C(O)C(O)C(CO)OC1n1nc(-c2ccc(C)cc2)n(C(C)C)c1=S (configuration not stated)	i
CCOc1cccc2sc(N(CCN3CCOCC3)C(=O)c3cc(C)ccc3C)nc12	i
CN(C)C(CNC(=O)Cc1ccc(-c2ccccc2)cc1)c1cccs1 (configuration not stated)	i
CC(C)Cn1c(C(CNc2ccc(F)cc2)CC(=O)O)nc2ccccc21 (configuration not stated)	i
COc1cn(-c2ccc(F)cc2)nc1C(=O)N1CCC(C(N)=O)CC1	i
O=C(C1CN(c2nc3c(F)cccc3s2)C1)N1CCc2ccccc21	i
CCc1nc2sc(C(c3cccc(Cl)c3)N3CCCC3)c(O)n2n1 (configuration not stated)	i
Cc1ccc(NC(=O)c2nnn(Cc3nc(-c4ccc(Cl)cc4)oc3C)c2C)cc1F	i
Cn1nnc2c(N3CCN(C(=O)c4ccccc4SC(F)F)CC3)ncnc21	i
CCCNC(=O)Cc1csc(NC(=O)OC)n1	i

(next part)
Molecule	GIRK2 activator
CCCS(=O)(=O)N1CCc2ccc(NC(=O)c3cc(C)oc3C)cc2C1	i
COc1ccc(C2CCN(C(=O)C3CCCCC3)C2)cc1 (configuration not stated)	i
Cn1nnc2c(Nc3ccc(Oc4ccccc4)cc3)ncnc21	i
COc1ccc(NC(C)=O)cc1NC(=O)Cc1cc(-c2cccs2)on1	i
CS(=O)(=O)N1CCCCC1C(=O)O (configuration not stated)	i
O=C(NCC1COC2(CCCCC2)O1)C1CCCC1 (configuration not stated)	i
Cc1nccn1CCNC(=O)C(=O)Nc1ccccc1F	i
CNC(=O)Cc1ccc(NC(=O)c2ccccc2OC)cc1	i
C=Cc1ccc(CSC2=NS(=O)(=O)c3ccccc3N2)cc1	i
O=C(Cc1csc(SCC(=O)c2ccccc2)n1)Nc1nc2ccccc2s1	i
COc1cc(Cl)c(C)cc1NC(=O)c1cccs1	i
